Wnt bcat act: activates Wnt/beta-catenin signaling in a reporter cell assay; activator, plate reader; activation, % at 9.35 µM; 1.2% of 300,000 active; in the data active means activation above about 30%, passing the limit was not always enough;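 further: 0% = neutral control wells and 100% = positive control wells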
Starred values were filed as active, the others as inactive. These rows are one share of the data; rates above refer to the full screens.

What do the screens show for `CCCC1CC(=O)OC1(C)C(=O)CSc1n[nH]c(-c2ccccc2)n1` (centres undefined)?
Wnt bcat act: -2

What do the screens show for `Cc1cccc(CN2CCN(C3CN(Cc4ccc([N+](=O)[O-])cc4)S(=O)(=O)C3)CC2)c1` (centres undefined)?
Wnt bcat act: -2

What do the screens show for `CCOC(=O)[C@]12CCC=C1N(Cc1cccc3ccccc13)C(=O)[C@H](CC(=O)NCc1ccc(OC)c(OC)c1)C2`?
Wnt bcat act: -2

What do the screens show for `CC(C)C[C@H]1CN(CCCC[C@@H]2CNC(=O)C(=O)N2CC2CCCCC2)C(=O)C(=O)N1CCc1ccccc1`?
Wnt bcat act: -3

What do the screens show for `COC(=O)[C@]12C[C@H](CC(=O)N3CCN(C(=O)C4CC4)CC3)C(=O)N(Cc3ccccc3)C1=C[C@H](C1CCCC1)O[C@@H]2C`?
Wnt bcat act: 1

Results for O=C(Cc1cn(Cc2ccccc2)c2ccccc12)Nc1ccc(Nc2cccnc2)cc1 ?
Wnt bcat act: 2

What do the screens show for `COc1ccccc1Cc1c(-c2ccccc2)nc2ccc(Cl)cn12`?
Wnt bcat act: 12

How did C[C@H](O)[C@@H]1CN2CCc3c([nH]c4ccccc34)[C@@H]2C[C@@H]1N(C)C(=S)Nc1ccc(C#N)cc1 do in these assays?
Wnt bcat act: -4

How did CC(C)(C)S(=O)N1C[C@H]2CC(=O)C(CCO)=C2[C@@H]1CCO (some centres undefined) do in these assays?
Wnt bcat act: 0

Results for CC(C)C[C@@H]1COc2cccc(NCCO)c2S(=O)(=O)N1 ?
Wnt bcat act: -5

What do the screens show for `COc1ccc(C(NC(=O)C2CCN(CCCc3ccccc3)CC2)c2cccs2)cc1` (centres undefined)?
Wnt bcat act: -1

How did Cc1cccc(C(=O)N2CCC(=O)N([C@H](COCc3ccccc3)Cc3ccccc3)CC2)c1 do in these assays?
Wnt bcat act: 0

What do the screens show for `CCCc1ccc2ccc3ccccc3c2n1`?
Wnt bcat act: -4

How did COC(=O)c1ccc(CNc2ccc(C(C)=O)cc2)cc1 do in these assays?
Wnt bcat act: -1

Results for Cc1ccc(-c2c(C#N)c(N)n(-c3ccccc3C)c(=O)c2C#N)cc1 ?
Wnt bcat act: -1

What do the screens show for `O=S1(=O)CC(N2CCC(c3ccccc3)CC2)CN1C1CCCCC1` (centres undefined)?
Wnt bcat act: -2

Results for COCCCNC(=O)C[C@@H]1C[C@@]2(C(=O)OC)CC(C)(C)CC=C2N(Cc2cccc3ccccc23)C1=O ?
Wnt bcat act: -3

Results for CC(=O)N1C[C@@H](CO)[C@@H](N(C)C(=O)/C=C/c2ccccc2)C[C@H]1c1ccccc1 ?
Wnt bcat act: -5

How did CCC(c1nnnn1-c1ccc2c(c1)OCCO2)N1CCc2ccccc2C1 (centres undefined) do in these assays?
Wnt bcat act: -1

What do the screens show for `CCCCC1OC(CCc2ccccc2)CC2=C1C(=O)OC(C)(C)O2` (centres undefined)?
Wnt bcat act: -3

Results for CON(C)C(=O)[C@H]1C[C@@H]2[C@H](C[C@@H](c3ccccc3)[C@H]1C)N(c1ccc(F)cc1)C(=O)N2CCCOc1ccccc1 ?
Wnt bcat act: -4

How did COC(=O)c1ccc2nc(-c3cccc(Br)c3)c(Cc3ccsc3)n2c1 do in these assays?
Wnt bcat act: 0

What do the screens show for `COc1ccc(NC(=O)C(c2ccnc3ccccc23)n2c(=O)c(-c3ccco3)nc3ccccc32)cc1` (centres undefined)?
Wnt bcat act: 4

Results for Nc1nc2c(ncn2[C@@H]2O[C@H](C(=O)NCC(c3ccccc3)c3ccccc3)[C@@H](O)[C@H]2O)c(=O)[nH]1 ?
Wnt bcat act: -4

What do the screens show for `Cc1cn([C@H]2C[C@H](O)[C@@H](/C=C/C(=O)N3CCN(Cc4ccc(F)cc4)CC3)O2)c(=O)[nH]c1=O`?
Wnt bcat act: -1

How did CC1ON=C(c2ccccn2)N(Cc2ccc(S(C)(=O)=O)cc2)C1=O (centres undefined) do in these assays?
Wnt bcat act: 0

How did COc1ccccc1Cc1c(-c2ccc(OC)c(OC)c2)nc2ccc(Cl)cn12 do in these assays?
Wnt bcat act: -2

How did c1ccc2c(c1)ncn2-c1cncnc1 do in these assays?
Wnt bcat act: -4

Results for CC(C)(C)NC(=O)C(c1ccccc1F)n1c(=O)c(-c2cc3ccccc3[nH]2)nc2ccccc21 (centres undefined) ?
Wnt bcat act: 3

Results for CC(C)(C)NC(=O)C(c1ccc(C(F)(F)F)cc1)n1c(=O)c(-c2ccco2)nc2ccccc21 (centres undefined) ?
Wnt bcat act: -2

What do the screens show for `CC1(c2nnnn2-c2ccc3c(c2)OCCO3)CCC(=O)N1C1CC1` (centres undefined)?
Wnt bcat act: -3

What do the screens show for `Cc1ccc[n+](C2=C([O-])c3ccccc3C(=O)C2=O)c1`?
Wnt bcat act: -2

How did Oc1ccc(Br)c(CN2CCN(c3ncc(Cc4ccccc4)cn3)CC2)c1 do in these assays?
Wnt bcat act: -1

How did O=C(OCCO)c1c(C2=CCCCC2)oc2c1C(OCCO)CCC2 (centres undefined) do in these assays?
Wnt bcat act: -2

What do the screens show for `Cc1ccc(C(=O)NC2CCCCN(C)C2=O)cc1` (centres undefined)?
Wnt bcat act: -3

Results for CC(=O)C1=CCC(c2ccccc2F)N(S(=O)(=O)c2ccc(C)cc2)C1 (centres undefined) ?
Wnt bcat act: -5

How did Cc1cc(N2CCN(C(c3ccnc4ccccc34)c3nnnn3-c3c(C)cccc3C)CC2)c2ccccc2n1 (centres undefined) do in these assays?
Wnt bcat act: -5

How did CC(C)C[C@H]1COc2cc(Br)ccc2S(=O)(=O)N1Cc1ccc(F)cc1F do in these assays?
Wnt bcat act: -2

Results for CC(O)CC(=O)OC[C@]12CC[C@H]3[C@@](C)(CC[C@H]4C(C)(C)CCC[C@]34C)[C@@H]1CC(C1=CC(=O)OC1O)O2 (some centres undefined) ?
Wnt bcat act: -3

What do the screens show for `COC(=O)[C@]12C[C@H](CC(=O)N3CCN(C(=O)c4ccco4)CC3)C(=O)N(CCC3=CCCCC3)C1=C[C@H](C(C)(C)C)O[C@@H]2C`?
Wnt bcat act: -3

What do the screens show for `CCOC1=C2[C@H](c3ccccc3)N(S(=O)(=O)c3ccc(C)cc3)C(C(C)(C)C)[C@H]2C(C#N)(C#N)C(C#N)(C#N)C1` (some centres undefined)?
Wnt bcat act: -3

How did CCCCCNC(=O)C(c1ccc(-c2ccccc2)cc1)n1c(=O)c(-c2ccccc2)nc2ccccc21 (centres undefined) do in these assays?
Wnt bcat act: 8

Results for COc1ccccc1CNC(=O)C1CCCN1S(=O)(=O)c1ccc2c(c1)C(C)(C)C(=O)N2C (centres undefined) ?
Wnt bcat act: 1

What do the screens show for `C[C@H](CO)N1C[C@H](C)[C@@H](CN(C)C(=O)Cc2ccccc2)OCc2cn(nn2)CCCC1=O`?
Wnt bcat act: 2

Results for Cc1[nH]c2ccccc2c1CC(=O)Nc1ccc(Nc2cccnc2)c(Br)c1 ?
Wnt bcat act: -3

How did COc1ccc(OC)c(NC(=O)Nc2nc(C(C)N)cs2)c1 (centres undefined) do in these assays?
Wnt bcat act: -2

What do the screens show for `O=C1c2c(-c3ccc(Br)cc3)noc2CCN1Cc1cn(Cc2ccccc2)nn1`?
Wnt bcat act: -17

What do the screens show for `CCCc1nc2ccccc2n1C(C)C(=O)NC(C)(C)C` (centres undefined)?
Wnt bcat act: -1

What do the screens show for `CCCCCc1c(-c2ccc(Cl)cc2)ncn1CCc1ccccc1OC`?
Wnt bcat act: -14

What do the screens show for `CCOC(=O)C1(C)NC(c2cccs2)C2C(=O)N(c3ccc(OC)cc3)C(=O)C21` (centres undefined)?
Wnt bcat act: 0

What do the screens show for `CCc1c(-c2ccccc2OC)ncn1CCc1ccccc1OC`?
Wnt bcat act: -5

Results for O=C1Nc2ccccc2N=C(c2ccc3c(c2)OCO3)C1N(C(=O)c1ccnc2ccccc12)c1ccccc1 (centres undefined) ?
Wnt bcat act: -1

What do the screens show for `Cc1ccc(-c2csc(N3C(=N)SCC3=O)n2)cc1`?
Wnt bcat act: 50*

How did C[C@@H]1CN([C@@H](C)CO)C(=O)CCCn2cc(nn2)CO[C@H]1CN(C)C(=O)Nc1ccnc(N2CCOCC2)c1 do in these assays?
Wnt bcat act: -1

How did COC(=O)C1=C(C)N(Cc2ccc(C(F)(F)F)cc2)C(=NCc2ccccc2C(F)(F)F)NC1c1ccccc1C(F)(F)F (centres undefined) do in these assays?
Wnt bcat act: -6

What do the screens show for `CC1=C(C(=O)N2CCOCC2)CC(CC(=O)NC(c2ccccc2)c2ccccc2)C(=O)N1CCC1=CCCCC1` (centres undefined)?
Wnt bcat act: -1

How did O=c1[nH]c(=S)[nH]c2c1C(c1ccccc1)OC(C1CCCCC1)C2 (centres undefined) do in these assays?
Wnt bcat act: -3

What do the screens show for `C=CC(=O)NC1CCCCN(C)C1=O` (centres undefined)?
Wnt bcat act: -1

Results for Cc1ccc(CNC(=O)[C@H]2O[C@@H](n3ccc(N)nc3=O)[C@H](O)[C@@H]2O)o1 ?
Wnt bcat act: -1

How did O=C(/C=C/[C@H]1O[C@@H](n2cnc3c(NC(=O)c4ccccc4)ncnc32)[C@H](O)[C@@H]1O)NCC(c1ccccc1)c1ccccc1 do in these assays?
Wnt bcat act: 0

What do the screens show for `O=C(CC[C@H]1O[C@@H](n2ccc(=O)[nH]c2=O)[C@H](O)[C@@H]1O)NC1CCN(Cc2ccccc2)C1` (some centres undefined)?
Wnt bcat act: -2

Results for CCCCNC(=O)C[C@H]1C[C@@]2(C(=O)OC)C(=C[C@H](COCc3ccccc3)O[C@@H]2C)N(Cc2ccc3c(c2)OCO3)C1=O ?
Wnt bcat act: -4

Results for Cn1c(Cc2ccccc2)nc(=O)c2ccccc21 ?
Wnt bcat act: 6

Results for COC(=O)C1=C(C)N(Cc2ccccc2C(F)(F)F)C(=NCc2cc(OC)c(OC)c(OC)c2)NC1CCc1ccccc1 (centres undefined) ?
Wnt bcat act: -13

What do the screens show for `O=C(CC[C@H]1O[C@@H](n2ccc(=O)[nH]c2=O)[C@H](O)[C@@H]1O)NCCc1c[nH]c2ccccc12`?
Wnt bcat act: -3

How did O=C(NCc1ccc(Br)cc1)OC1CC2CC1[C@H]1CCCCN1C2=O (some centres undefined) do in these assays?
Wnt bcat act: -3

How did C[C@@H]1CN([C@@H](C)CO)C(=O)CCCn2cc(nn2)CO[C@H]1CN(C)C(=O)Nc1ccccc1 do in these assays?
Wnt bcat act: -3

Results for COc1ccccc1Cc1c(-c2ccc(Cl)cc2)nc2c(C)cc(Br)cn12 ?
Wnt bcat act: -1

How did CC1=C(C(=O)N(C(C)C)C(C)C)CC(CC(=O)NC(c2ccccc2)c2ccccc2)C(=O)N1Cc1ccc(F)cc1 (centres undefined) do in these assays?
Wnt bcat act: -1

Results for COC(=O)c1cccc(OCCCN2CCC(C(O)(c3ccccc3)c3ccccc3)CC2)c1 ?
Wnt bcat act: -3

How did Cc1ccc(Cn2cc(CN3CC(N4CCN(Cc5cccc(C)c5)CC4)CS3(=O)=O)nn2)cc1 (centres undefined) do in these assays?
Wnt bcat act: -2

How did CCCc1nc2ccc(C)cn2c1Cc1ccc(OC)cc1C do in these assays?
Wnt bcat act: -1

How did C[C@H]1CN([C@@H](C)CO)C(=O)CCCn2cc(nn2)CO[C@@H]1CN(C)C(=O)OCc1ccccc1 do in these assays?
Wnt bcat act: 0

How did CCCCC1Cc2[nH]c(=S)[nH]c(=O)c2C(c2ccc3ccccc3c2)O1 (centres undefined) do in these assays?
Wnt bcat act: 0

What do the screens show for `CCCCCCCCN1C(=O)[C@H](CC(=O)N2CCSCC2)C[C@@]2(C(=O)OC)CC(C)(C)CC=C12`?
Wnt bcat act: -5

What do the screens show for `Cc1cc(N2CCNC[C@@H]2C)ccc1N1CCN(Cc2ccccc2)[C@H](C)C1`?
Wnt bcat act: -3

How did COc1cccc(S(=O)(=O)Nc2ccc(C(O)(C(F)(F)F)C(F)(F)F)cc2)c1 do in these assays?
Wnt bcat act: -2

Results for O=C(Nc1cccc(S(=O)(=O)N2CCCC2)c1)[C@H]1C[C@H](O)[C@@H](CO)O1 ?
Wnt bcat act: 3

What do the screens show for `Cc1cc2c(c(=O)o1)[C@@]1(C(=O)N(C)c3ccccc31)C1=C(CC(C)(C)OC1=O)O2`?
Wnt bcat act: -2

Results for COC(=O)[C@@]12C[C@@H](CC(=O)NCc3ccc(C)o3)C(=O)N(Cc3ccco3)C1=CCC(C)(C)C2 ?
Wnt bcat act: -2

How did C[C@H]1CN([C@@H](C)CO)C(=O)CCCn2nncc2CO[C@@H]1CN(C)Cc1ccc2cccnc2c1 do in these assays?
Wnt bcat act: -1

Nothing new here: 12 of the compounds above.
What do the screens show for `O=C(CC[C@H]1O[C@@H](n2ccc(=O)[nH]c2=O)[C@H](O)[C@@H]1O)NC1CCN(Cc2ccccc2)C1` (some centres undefined)?
Wnt bcat act: -2

Results for CCCCNC(=O)C[C@H]1C[C@@]2(C(=O)OC)C(=C[C@H](COCc3ccccc3)O[C@@H]2C)N(Cc2ccc3c(c2)OCO3)C1=O ?
Wnt bcat act: -4

Results for Cn1c(Cc2ccccc2)nc(=O)c2ccccc21 ?
Wnt bcat act: 6

Results for COC(=O)C1=C(C)N(Cc2ccccc2C(F)(F)F)C(=NCc2cc(OC)c(OC)c(OC)c2)NC1CCc1ccccc1 (centres undefined) ?
Wnt bcat act: -13

What do the screens show for `O=C(CC[C@H]1O[C@@H](n2ccc(=O)[nH]c2=O)[C@H](O)[C@@H]1O)NCCc1c[nH]c2ccccc12`?
Wnt bcat act: -3

How did O=C(NCc1ccc(Br)cc1)OC1CC2CC1[C@H]1CCCCN1C2=O (some centres undefined) do in these assays?
Wnt bcat act: -3

How did C[C@@H]1CN([C@@H](C)CO)C(=O)CCCn2cc(nn2)CO[C@H]1CN(C)C(=O)Nc1ccccc1 do in these assays?
Wnt bcat act: -3

Results for COc1ccccc1Cc1c(-c2ccc(Cl)cc2)nc2c(C)cc(Br)cn12 ?
Wnt bcat act: -1

How did CC1=C(C(=O)N(C(C)C)C(C)C)CC(CC(=O)NC(c2ccccc2)c2ccccc2)C(=O)N1Cc1ccc(F)cc1 (centres undefined) do in these assays?
Wnt bcat act: -1

Results for COC(=O)c1cccc(OCCCN2CCC(C(O)(c3ccccc3)c3ccccc3)CC2)c1 ?
Wnt bcat act: -3

How did Cc1ccc(Cn2cc(CN3CC(N4CCN(Cc5cccc(C)c5)CC4)CS3(=O)=O)nn2)cc1 (centres undefined) do in these assays?
Wnt bcat act: -2

How did CCCc1nc2ccc(C)cn2c1Cc1ccc(OC)cc1C do in these assays?
Wnt bcat act: -1

Bioassay records (PubChem)
